Screening data from PubChem.
hcGAS lum – inhibitors of human cGAS; 290,000 compounds, 0.081% hits; recombinant h-cGAS, ATP depletion, Kinase-Glo luminescence; Q8N884; inhibition, % at 12.5 µM;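 further: 0% = vehicle reaction and 100% = reaction without DNA for no activity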
Target sequence (Q8N884 whole entry, looked up): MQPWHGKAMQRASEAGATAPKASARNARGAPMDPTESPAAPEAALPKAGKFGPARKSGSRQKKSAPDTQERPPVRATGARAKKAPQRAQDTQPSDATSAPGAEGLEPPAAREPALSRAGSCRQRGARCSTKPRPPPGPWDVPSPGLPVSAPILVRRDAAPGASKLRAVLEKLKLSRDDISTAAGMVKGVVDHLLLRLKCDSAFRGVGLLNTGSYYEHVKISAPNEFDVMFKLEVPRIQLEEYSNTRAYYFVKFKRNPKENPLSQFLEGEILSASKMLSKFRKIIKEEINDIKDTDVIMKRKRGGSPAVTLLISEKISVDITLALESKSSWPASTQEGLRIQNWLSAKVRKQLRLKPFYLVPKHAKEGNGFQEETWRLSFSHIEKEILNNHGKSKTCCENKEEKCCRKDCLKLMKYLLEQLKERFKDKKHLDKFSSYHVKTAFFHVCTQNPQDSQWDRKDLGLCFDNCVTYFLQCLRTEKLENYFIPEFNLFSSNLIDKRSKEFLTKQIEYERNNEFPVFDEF
mcGAS inh – mouse cGAS inhibition by luminescence; Q8C6L5; recombinant cGAS, Kinase-Glo ATP depletion luminescence; inhibition, % at 12.5 µM; 160,000 compounds, 0.15% hits;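 further: 0% = negative control wells and 100% = reference inhibitor with no enzyme activity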
NPYLR7 agonist – activates Aedes aegypti NPYLR7 receptor; 270,000 compounds, 0.15% hits; HEK293T NPYLR7/Galpha15, GCaMP6s calcium fluorescence; activation, % at 10 µM; AID 1259423; in the data active means activation above about 40%;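 further: 0% = vehicle and 100% = reference agonist at the receptor; some compounds past the cut are filed as inactive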
An asterisk follows results filed as active; . = no result given; & = joins results of further samples. Unless noted, no stated cut-off is given here; in the data, active means inhibition above about 40%; inactive means the rest.

nr	compound	hcGAS lum	mcGAS inh	NPYLR7 agonist
1	CCCn1c(N)c(Sc2ccccc2)c(=O)n(CCC)c1=O	-1	.	3
2	COCCC(=O)Nc1cc(C(=O)N2CCCCC2c2cccnc2)cc2nc(-c3ccccc3)n(C)c12 (stereo not drawn)	-8	-10	13
3	Cc1ccc(-c2nccn2Cc2nncn2C2CCCCC2)o1	5	-3	.
4	COCCCNc1nccc2[nH]c(-c3cccc(F)c3)nc12	-2	-5	-6
5	CCCCCC(=O)N1CC2(C)CN(C(=O)CCCCC)CC(C)(C1)C2=O	-1	.	6
6	CC(=O)N1CCc2cc(S(=O)(=O)Nc3cccc(Cl)c3C)ccc21	-6	-6	2
7	O=S(=O)(c1c(F)cccc1F)N1CCN(C(c2ccccc2)c2ccc(Cl)cc2)CC1 (stereo not drawn)	-11	-6	28
8	Cc1ccc(CN(C)CC(=O)N2CCN(C)C3(CCN(C)CC3)C2)cc1	-7	.	3
9	COCCCNC(=O)c1c(C)noc1-c1ccncc1	-9	-5	5
10	COc1ccc(N2C(=O)CSC2c2ccncc2)cc1 (stereo not drawn)	-11	.	-4
11	NC(=O)c1nnc2n1CCN(C(=O)CCc1ccccc1)C2	-6	.	10
12	CC1CC(=O)c2cn[nH]c2C1 (stereo not drawn)	-7	-6	-1
13	O=C1OC(C(=O)NC2CCSc3ccccc32)Cc2ccccc21 (stereo not drawn)	-5	.	10
14	C=C(C)Cn1c(=O)c2c(nc3n2CCN3c2ccc(C)c(C)c2)n(C)c1=O	-12	.	16
15	CCOC(=O)CN(CC(C)C)C(=O)c1scnc1C	-9	.	3
16	C=Cc1ccc(CN2N=C(C(=O)N3CCCC3)S(=O)(=O)c3ccccc32)cc1	0	.	-9
17	CNC(=O)CN(C(=O)Cc1cccc(OC)c1)[C@@H]1C[C@@H]2CO[C@H](c3ccccc3)C[C@@H]2C1	-4	-8	26
18	CNCC(=O)Nc1cccc(NC(=O)Cc2ccccc2)c1	-7	.	3
19	COc1ccccc1CCC(=O)N1CCC(O)(CN(C)C)C1 (stereo not drawn)	-4	.	4
20	CN1CC(=O)N2CCN(C/C=C/c3ccc(F)cc3)CC2C1=O (stereo not drawn)	-6	.	-3
21	COc1ccc2cc1Oc1ccc(cc1)C[C@H]1c3cc(c(OC)cc3CCN1C)Oc1c(OC)c(OC)cc3c1[C@H](C2)N(C)CC3	-5&-6	-6&-3	4
22	COc1ccc2c(c1)-c1sc(C(=O)N3CCc4cc(OC)c(OC)cc4C3c3ccccc3)cc1CC2 (stereo not drawn)	-9	-6	2
23	CCN(CC)C(=O)COc1ccc(-c2nnc(Nc3ccc(O)cc3)c3ccccc23)cc1	-2	.	-16
24	O=C(Cc1ccc2c(c1)OCO2)NC1CCc2[nH]c3ccc(Br)cc3c2C1 (stereo not drawn)	-3	-4	-2
25	C#CCSc1nc(N)c(C#N)c(-c2ccc(O)cc2)c1C#N	3	3	-1

Later entries
nr	compound	hcGAS lum	mcGAS inh	NPYLR7 agonist
26	CSc1ccc(C(=O)N2CCC(n3c(C)nc4ccc(F)cc43)CC2)cc1	-7	-5	.
27	Cc1cc(-n2ccnc(SCC(=O)NC3CCCCC3)c2=O)ccc1Br	-5	-4	2
28	Cc1ccc(-n2c(C(C)N(CC(C)C)C(=O)c3cc(C(F)(F)F)cc(C(F)(F)F)c3)nc3ccccc3c2=O)cc1C (stereo not drawn)	-8	-7	.
29	O=C(CSC1CCCCC1)NC1CCCC1	-1	-2	-5
30	O=C1c2c(Cl)c(Cl)c(Cl)c(Cl)c2C(=O)N1CCc1c[nH]c2ccccc12	1	-3	7
31	CCCCN(CC(=O)N1c2ccccc2-n2cccc2C1c1ccc(F)cc1)C(=O)c1ccc(Br)cc1 (stereo not drawn)	-1	-4	-9
32	O=C(Cc1csc(Nc2ccccc2)n1)NC1CCCC1	-12	.	8
33	COCCN(Cc1ccc2c(c1)OCO2)Cc1ccc(C(=O)OC)o1	-3	.	-5
34	O=C1C=CC(=O)N1c1ccccc1	-3	.	-2
35	Cc1ccc2[nH]cc(-c3ccc(C(=O)NCCCc4ccccn4)cn3)c2c1	-3	.	-15
36	CCCCCN(CC(=O)Nc1cc(C(C)(C)C)nn1-c1ccc(C)cc1C)C(=O)Nc1ccccc1OCC	-8	-3	-2
37	O=C(O)CC12CC3CC(CC(Br)(C3)C1)C2	-6	-5	5
38	Cc1ccccc1N1C(=O)CN(C(=O)c2cc(C3CC3)nc3ccccc23)CC1C (stereo not drawn)	-3	-9	10
39	CC(=O)OCC(=O)N1CCC(Cc2ccc3c(c2)OCO3)CC1	-2	-4	2
40	CCN(CC)c1ccc(NC(=O)c2ccc(Cn3cncn3)cc2)cn1	-1	.	20
41	Cc1nnsc1CN(C)C(=O)CCN1C(=O)COc2ccccc21	-3	-7	1
42	Cn1nnnc1SCCNC(=O)[C@H](N)c1ccccc1	-6	.	-10
43	CC(C(=O)N1CCC(n2nccc2NC(=O)C(C)(C)C)CC1)N1CCCC1=O (stereo not drawn)	-6	.	3
44	O=C1CSCN1CC(=O)N1CCC2(CCCCC2)C1	-8	.	6
45	Cc1ccc(C)c(CN(Cc2ccc3c(c2)OCO3)Cc2nc(C(=O)NCC3CCCO3)co2)c1 (stereo not drawn)	-7	-6	18
46	C=CCN(CC(=O)N1CCc2sccc2C1c1ccc(Cl)cc1)C(=O)/C=C/c1ccc([N+](=O)[O-])cc1 (stereo not drawn)	-7	-3	-3
47	O=C(c1ccccc1)N1CCN(CN2CCN(C(=O)c3ccccc3)CC2)CC1	-5	-8	10
48	Cn1ncc2c(=O)n(CC(=O)NC3CCc4cc(Cl)ccc43)cnc21 (stereo not drawn)	-4	.	4
49	CC(=O)Nc1cccc(NC(=O)CSc2cn(CC(=O)N3CCCCCC3)c3ccccc23)c1	-5	-6	1
50	CCCc1ccc(-c2ccc(C(=O)N3CCC(CN)C3)cc2)cc1 (stereo not drawn)	-7	-11	-2

Next section, overlapping the part above by 2 compounds.
nr	compound	hcGAS lum	mcGAS inh	NPYLR7 agonist
49	CC(=O)Nc1cccc(NC(=O)CSc2cn(CC(=O)N3CCCCCC3)c3ccccc23)c1	-5	-6	1
50	CCCc1ccc(-c2ccc(C(=O)N3CCC(CN)C3)cc2)cc1 (stereo not drawn)	-7	-11	-2
51	C=CCN1C(=S)NC(c2cccc([N+](=O)[O-])c2)C(C(=O)NC2CC2)=C1C (stereo not drawn)	-1	1	.
52	O=C(NC1CCCc2ccccc21)c1cncn1-c1cccc(-c2cccnc2)c1 (stereo not drawn)	-5	-5	21
53	O=S(=O)(NCCc1ccc(OC(F)F)cc1)c1ccc(Br)cc1	-3	.	2
54	Cc1nc2ccc(C(=O)N3CCCC(Nc4ccc(C)c(C)c4)C3)cc2[nH]1 (stereo not drawn)	-6&7	1	-2&-4
55	O=C(Nc1cccnc1/C=C/c1ccccc1)C1CC1	-4	.	-1
56	CCCNC(=O)C1(C)CCN(Cc2ccc(-c3ccccc3)o2)C1 (stereo not drawn)	-16	.	0
57	COc1cccc(CN(Cc2cccc(C(F)(F)F)c2)Cc2nc(C(=O)NCCc3ccccn3)co2)c1	1	1	-9
58	COc1cc(C)n(C(=S)SC)n1	13	.	-12
59	Cc1ccccc1Cn1cccc1CN(C(=O)Nc1cccc(Cl)c1Cl)C1CCCCC1	-8	-3	-9
60	Cc1[nH]n(-c2ccccc2)c(=O)c1N=Nc1ccccc1C#N	1	-1	-4
61	COc1cccc(N2C(=O)c3ccc(C(=O)Nc4nccs4)cc3C2=O)c1	-6	-4	1
62	Cc1cc(SC#N)ccc1NS(=O)(=O)c1ccc2c(c1)OCCO2	-14	-3	11
63	CC(=O)O[C@@H](C)C(=O)Nc1cc(-c2onc3c2CCCC3)ccc1Cl	0	-3	4
64	CN(C(=O)CNc1cccc(S(=O)(=O)N2CCc3sccc3C2)c1)C1CCCCC1	-5	.	6
65	CC(C)C(C(=O)N(C)CC1CCCC1)N1C(=O)c2ccccc2C1=O (stereo not drawn)	-5	.	-1
66	CC(=O)NC(C)CC(=O)Nc1cccc(NC(=O)c2cccc(C)c2)c1 (stereo not drawn)	-5	.	12
67	C=C(C)COc1cccc(C(=O)N2CCN3CCCC3C2)c1 (stereo not drawn)	-13	-12	.
68	COc1ncccc1N(C)C(=O)c1cn(Cc2cccc(F)c2)nn1	-11	.	12
69	Cc1ccc(Cn2c(N3CCN(Cc4cccc5ccccc45)CC3)nc3c2c(=O)[nH]c(=O)n3C)cc1	-7	-3	-8
70	CCNC(=O)N(C)c1c(CC)nc2ccc(C(=O)N3CCN(C)CC3)cn12	-10	-4	-4
71	CC(=O)Nc1ccc(Cl)c(C(=O)NCCc2c[nH]c3ccccc23)c1	-5	-17	10
72	CN(Cc1nccs1)C(=O)C1CCC(=O)N(CCCc2ccccc2)C1 (stereo not drawn)	4	.	6
73	CCCC(=O)Nc1cccc(C(=O)NCCc2cn3nc(C)sc3n2)c1	-5	.	18
74	Cc1nn(C2CCS(=O)(=O)C2)c2nc(-c3ccc(F)cc3)cc(C(=O)N3CCC(C(N)=O)CC3)c12 (stereo not drawn)	-3	-8	3
75	OCC1(Cc2cccc(Cl)c2)CCCN(Cc2cccc3cnccc23)C1 (stereo not drawn)	6	.	2

Going on with the list:
nr	compound	hcGAS lum	mcGAS inh	NPYLR7 agonist
76	CCCc1cc(=O)n(CC(=O)Nc2ccc(Cl)c(Cl)c2)cn1	-2	.	13
77	COCC(=O)Nc1ccc(-c2cc(Cl)ccc2OC)cc1	-10	-12	-4
78	CCCCCOc1ccc(/C=c2/sc3ncnn3c2=O)cc1OCC	-22	-7	10
79	CN1[C@H](C(=O)O)C[C@H](C(=O)N2CCOCC2)[C@@H]1c1ccccc1F	-1	.	1
80	COc1cc(C(N)=O)cc(I)c1OCc1ccccc1	2	.	-7
81	c1cc2cc(CNc3nc(NCC4CC4)nc4ccsc34)ccc2o1	-14	.	9
82	O=C(Nc1ccc(Nc2cc(-n3ccnc3)ncn2)cc1)Nc1ccc2c(c1)OCO2	12	.	5
83	O=C(NCCCNC(=O)[C@H]1CCCN1C(=O)c1cc(C(F)(F)F)cc(C(F)(F)F)c1)c1ccc(F)cc1	-5	-5	1
84	CC(Oc1ccc(C#N)cc1)C(=O)NS(=O)(=O)c1ccc(Cl)cc1F (stereo not drawn)	3	.	5
85	Cc1ccc(F)c(S(=O)(=O)NC(=O)C2(C)CCN2C(=O)c2ccc(C(F)(F)F)nc2C)c1 (stereo not drawn)	1	.	0
86	CC(C)(SC(=S)N1CCCCCC1)C(=O)O	4	-2	.
87	CNC(=O)C(C)N(C)Cc1nnc(CC2CCNCC2)n1-c1ccccc1 (stereo not drawn)	-2	.	8
88	O=C(Oc1ccccc1)n1c(=S)oc2ccccc21	-6	-2	-5

Structural class: those above with an NH in an aromatic ring.
nr	compound	hcGAS lum	mcGAS inh	NPYLR7 agonist
4	COCCCNc1nccc2[nH]c(-c3cccc(F)c3)nc12	-2	-5	-6
12	CC1CC(=O)c2cn[nH]c2C1 (stereo not drawn)	-7	-6	-1
24	O=C(Cc1ccc2c(c1)OCO2)NC1CCc2[nH]c3ccc(Br)cc3c2C1 (stereo not drawn)	-3	-4	-2
30	O=C1c2c(Cl)c(Cl)c(Cl)c(Cl)c2C(=O)N1CCc1c[nH]c2ccccc12	1	-3	7
35	Cc1ccc2[nH]cc(-c3ccc(C(=O)NCCCc4ccccn4)cn3)c2c1	-3	.	-15
54	Cc1nc2ccc(C(=O)N3CCCC(Nc4ccc(C)c(C)c4)C3)cc2[nH]1 (stereo not drawn)	-6&7	1	-2&-4
60	Cc1[nH]n(-c2ccccc2)c(=O)c1N=Nc1ccccc1C#N	1	-1	-4
69	Cc1ccc(Cn2c(N3CCN(Cc4cccc5ccccc45)CC3)nc3c2c(=O)[nH]c(=O)n3C)cc1	-7	-3	-8
71	CC(=O)Nc1ccc(Cl)c(C(=O)NCCc2c[nH]c3ccccc23)c1	-5	-17	10
